High-throughput results as filed in PubChem.
PV pol inh: poliovirus RNA polymerase inhibition | AID 588519 | % elongation, % (compound at 16.7 µg/mL) | 150,000 tested, 0.66% active | P03300 | poliovirus polymerase elongation, fluorescence polarization; stronger effect = lower value; in the data active means % elongation below about 90%; further: some results filed as inactive read as strong as hits
Target sequence (P03300 1749-2209 limits assumed): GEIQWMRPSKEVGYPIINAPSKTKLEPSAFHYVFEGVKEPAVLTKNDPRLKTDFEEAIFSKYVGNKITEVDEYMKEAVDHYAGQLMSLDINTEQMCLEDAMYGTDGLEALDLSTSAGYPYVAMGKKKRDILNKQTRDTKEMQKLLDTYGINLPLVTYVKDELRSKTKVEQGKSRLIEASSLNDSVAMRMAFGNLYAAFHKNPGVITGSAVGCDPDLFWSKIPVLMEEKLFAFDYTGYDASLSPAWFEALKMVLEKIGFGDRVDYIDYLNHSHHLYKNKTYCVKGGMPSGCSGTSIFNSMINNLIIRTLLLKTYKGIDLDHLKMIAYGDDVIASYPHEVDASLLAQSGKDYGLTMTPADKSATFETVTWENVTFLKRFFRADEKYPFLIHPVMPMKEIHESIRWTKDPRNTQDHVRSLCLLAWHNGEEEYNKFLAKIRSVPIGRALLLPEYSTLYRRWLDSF
PV pol inh FP z-score: also measured in PV pol inh; calls as there; z-score; measured here: FP z-score; hits read low
Numbers without * were called inactive.

Every second line gives: PV pol inh, PV pol inh FP z-score
COC(=O)NCC(c1ccco1)N1CCN(c2ccccc2)CC1 (centres undefined)
 : 99.0, -1.2
Cc1ccc(CCNC(=O)Cn2ncc3c(=O)oc4ccccc4c32)cc1
 : 104.0, -0.9
Cc1cc(C)nc(SCc2cnc(C)nc2N)n1
 : 100.0, -0.2
Nc1ccc2nn(-c3ccccc3)nc2c1
 : 101.0, -0.2
CC(c1ccccc1)n1c(NC(=O)c2ccco2)c(S(=O)(=O)c2ccccc2)c2nc3ccccc3nc21 (centres undefined)
 : 102.0, -0.1
Cc1ccc2c(c1)N(S(=O)(=O)c1c(C)[nH]c(=O)[nH]c1=O)CCO2
 : 103.0, 0.4
COCCCNC(=O)c1ccc2c(c1)N(Cc1ccccc1F)C(=O)c1ccccc1S2=O (centres undefined)
 : 102.0, -0.4
CN(CC(=O)NC1CC1)S(=O)(=O)c1ccccc1
 : 100.0, -0.1
O=C(NCc1nc2cccnc2n1Cc1ccc(F)cc1)c1ccccc1C(F)(F)F
 : 101.0, -1.5
CC1(C)CC(=O)c2cc(-c3nc(-c4ccc(Br)cc4)cs3)c(=O)n(-c3ccccc3)c2C1
 : 100.0, -0.6
O=C(NCc1ccc(Cl)cc1)C1CCN(S(=O)(=O)Cc2ccccc2)CC1
 : 108.0, 0.2
Cc1c(NC(=S)NC(C)(C)C)c(=O)n(-c2ccccc2)n1C
 : 101.0, 0.3
CCN1C(=O)c2cccc3c(S(=O)(=O)Nc4nc(C)cs4)ccc1c23
 : 100.0, -0.1
COc1cc(/C=C2\SC(N(C)c3ccc(O)cc3)=NC2=O)ccc1OCC(=O)O
 : 104.0, 0.5
COc1ccc(CNC(=O)c2ccc3c(c2)C(=O)N(Cc2ccco2)C3=O)cc1
 : 100.0, -1
CC(=O)c1ccc(NC(=O)CN2C(=O)CN(C)C(=O)c3ccccc32)cc1
 : 112.0, 1
Cc1ccc(S(=O)(=O)c2ccc(-c3ccccc3)cc2)cc1
 : 105.0, 0.9
C=CCN1C(=O)/C(=C\c2cc3c4c(c2)CCCN4CCC3)C(=O)NC1=S
 : 98.0, -0.6
CCCCC(=O)Nc1nnc(-c2ccc(Cl)s2)o1
 : 103.0, 0.2
O=C(CN1C(=O)S/C(=C\c2ccc(N3CCOCC3)o2)C1=O)Nc1ccccc1F
 : 80.0, -5.6

Additional records:
Every second line gives: PV pol inh, PV pol inh FP z-score
O=C(Nc1ccc(Cl)c(Cl)c1)N(Cc1c[nH]c2ccccc12)C1CCCCC1
 : 108.0, 0.1
CCC(=O)N1CCc2cc(S(=O)(=O)N3CCN(c4ccccc4F)CC3)ccc21
 : 117.0, 1.3
CC(=O)NS(=O)(=O)c1ccc(NC(=O)COc2ccc(Cl)cc2C)cc1
 : 106.0, 0.2
COc1cc(OC)nc(NC(=O)CS(=O)(=O)c2ccccc2)n1
 : 101.0, 0
O=C(Cc1ccccc1)n1cnc2ccccc21
 : 102.0, 0
Cc1cccc(C)c1Nc1c(-c2ccccc2Cl)nc2cnccn12
 : 103.0, -0.6
CC(C(=O)N1CCCCCC1)n1sc2ccccc2c1=O (centres undefined)
 : 105.0, 0.5
CCCCNC(=O)c1ccc(CS(=O)Cc2ccc(C)cc2)o1 (centres undefined)
 : 104.0, 1.1
CCOc1ccccc1NS(=O)(=O)c1ccc(-c2cnc(C3CC3)o2)cc1
 : 101.0, -1.2
Cn1cccc1/C=N/NC(=O)c1cccc(S(=O)(=O)NCc2ccccc2)c1
 : 102.0, 0
CN1N=C(c2coc3ccccc23)CC1(O)C(F)(F)F (centres undefined)
 : 104.0, 0
CC(C)C(=O)Nc1cccc(C(=O)Nc2nnc(CC(C)(C)C)s2)c1
 : 106.0, 0.4
COc1cc(Nc2nc3ccccc3c3nnc(C)n23)cc(OC)c1
 : 102.0, -0.7
Cc1cccc(OCCCn2c(CCNC(=O)C(C)(C)C)nc3ccccc32)c1
 : 106.0, -0.2
COc1ccc(N2CCN(C(=O)CSc3nccn3C)CC2)cc1
 : 100.0, -0.3
Nc1c(C(=O)O)sc(C(F)(F)F)c1-c1ccccc1
 : 100.0, -0.5
CCCNC(=O)c1ccccc1OC(C)=O
 : 105.0, 0.1
Cc1ccc(-c2nn3cnnc3c3ccccc23)cc1C
 : 96.0, -0.6
Cc1cc(C)n(C(=O)CNC(=O)c2ccc(Br)cc2)n1
 : 100.0, -0.3
CC(C)CN(CC(C)C)S(=O)(=O)c1ccc(CCN2C(=O)c3cccnc3C2=O)cc1
 : 102.0, 0

Carrying on.
Every second line gives: PV pol inh, PV pol inh FP z-score
CCSc1nnc(NC(=O)c2cccn(Cc3ccccc3Cl)c2=O)s1
 : 111.0, 0.8
O=C(NCCc1ccc(Cl)cc1)c1cnc2sc(N3CCOCC3)nn2c1=O
 : 104.0, -0.6
COc1ccc(-c2noc(CN(C)C(C)=O)n2)cc1OC
 : 104.0, 0.9
Cc1cc(C)c(C#N)c(SCC(=O)C(C)(C)C)n1
 : 96.0, -0.6
Cc1cc(C)cc(N2CCn3c2nc2c3c(=O)n(CCCc3ccccc3)c(=O)n2C)c1
 : 106.0, -0.1
CC(C)Cn1c(=O)c2sccc2n2c(CCCC(=O)Nc3ccc(Cl)cc3)nnc12
 : 114.0, -0.1
O=C(c1cnn(-c2ccccc2)n1)N1CCCC1c1nc2ccccc2s1 (centres undefined)
 : 101.0, -0.1
Cc1cc(=S)nc(-c2ccccn2)[nH]1
 : 155.0, 6
CCCCn1ccnc1C(=O)c1cccc(S(=O)(=O)N2c3ccccc3CC2C)c1 (centres undefined)
 : 99.0, -0.3
CCN(C(=O)c1cn(CC)c(=O)c2cc(OC)c(OC)cc12)c1ccccc1F
 : 105.0, 0.1
C=CCNC(=S)NN=C1CCCCCC1
 : 103.0, 0
COC(=O)C1CCC2C3CC=C4CC(O)CCC4(C)C3CCC12C (centres undefined)
 : 102.0, 0.1
CCOC(=O)c1sc(C)c2c1NC(c1ccc(N(C)C)cc1)NC2=O (centres undefined)
 : 105.0, 1
COc1ccc(CNC(=O)c2ccc(N3CCCC3)c(NC(=O)NCc3ccc(C)cc3)c2)cc1
 : 101.0, -0.8
Cc1cc(=O)oc2c1c(C)nn2CCO
 : 100.0, -0.2
CCN(CC(=O)NC1CCCc2ccccc21)Cc1nc2ccccc2c(=O)[nH]1 (centres undefined)
 : 105.0, 0.4
Cc1nc2ccccc2c(=O)n1/N=C1\C(=O)N(C)c2ccccc21
 : 102.0, 0.2
COCCNC(=O)Cn1cc(S(=O)(=O)N2CCN(c3ccccc3F)CC2)c2ccccc2c1=O
 : 97.0, -0.4
COCCCNC(=O)CCCn1c(=O)c2cccn2c2ccccc21
 : 100.0, -1.1
CCOc1ccc(NCC(=O)Nc2ccc(F)cc2)cc1
 : 104.0, 0

Carrying on.
Every second line gives: PV pol inh, PV pol inh FP z-score
O=C(COC(=O)Cc1cccc2ccccc12)Nc1ccc2[nH]c(=O)[nH]c2c1
 : 100.0, -0.1
O=C(Nc1nc2ccc(F)cc2s1)c1nc(S(=O)(=O)Cc2ccccc2)ncc1Cl
 : 105.0, -0.4
CCn1c(=O)c2sccc2n2c(CCC(=O)NCc3ccc(Cl)cc3)nnc12
 : 106.0, 0.2
CN1C2CCC1CC(NC(=O)Cc1ccccc1F)C2 (centres undefined)
 : 107.0, 0.6
CC(C)C(C)NC(=O)CSc1nnc(COc2ccccc2Cl)o1 (centres undefined)
 : 104.0, 0.3
C=CCn1c(N)c(C(=O)NCc2ccccc2)sc1=S
 : 100.0, -0.4
CCOC(=O)c1cc(CN2CCOCC2)c(C)o1
 : 106.0, 0.3
CC(C)CCNC(=O)c1ccc2c(c1)NC(=O)C(C(C)C)N2 (centres undefined)
 : 104.0, 0
CCOc1ccc(NC2=NC(C(=O)Nc3ccccc3)CC(=O)N2)cc1 (centres undefined)
 : 100.0, -0.1
CN1/C(=C\C(=O)CSc2nncn2-c2ccccc2)C(C)(C)c2ccccc21
 : 111.0, 0.8
O=S(=O)(CCS(=O)(=O)c1ccc(Cl)cc1)c1ccccc1
 : 102.0, 0
O=C(CC1CCCC1)Nc1nc2ccccc2[nH]1
 : 102.0, -0.2
Cc1onc(-c2ccc(F)cc2F)c1C(=O)Nc1cccc(C(F)(F)F)c1
 : 110.0, 0.6
N#Cc1ccccc1Cn1c(=O)c2c(ncn2Cc2ccccc2)n(Cc2ccccc2)c1=O
 : 99.0, -0.5
CSc1nnc(NC(=O)c2cc(=O)c3cc(C)c(C)cc3o2)s1
 : 111.0, 0.6
COc1ccc(C)cc1NC(=O)N1CCC(CN2CCOCC2)CC1
 : 106.0, -0.6
CCN(CC)c1ccc(-c2nc(-c3ccco3)no2)cc1[N+](=O)[O-]
 : 105.0, -0.5
Cc1occc1C(=O)Nc1sccc1C(N)=O
 : 98.0, -1.7
CCOC(=O)CC(NC(=O)CCc1c(C)nc2c(-c3ccccc3)c(C)nn2c1C)c1ccc(OC(C)C)cc1 (centres undefined)
 : 107.0, 0
CCc1nnc(NC(=O)[C@@H](NC(=O)c2cccc(S(=O)(=O)N(CC)CC)c2)C(C)C)s1
 : 107.0, 0.3

(continued)
Every second line gives: PV pol inh, PV pol inh FP z-score
Cc1ccc(C(=O)Nc2ccc(-c3nc4ccccc4s3)cc2C)cc1C
 : 104.0, -0.4
O=C(NC(=S)Nc1ccccc1O)C1CCCCC1
 : 104.0, 0.3
CCn1cc(C(=O)O)c(=O)c2cc(S(=O)(=O)N(C)C)ccc21
 : 105.0, 1.2
CCOC(=O)c1ccoc1CSc1nnc(Nc2ccc(C)cc2)s1
 : 100.0, 0.3
CCC(=O)Nc1ccc(-c2nc3ccc(OC(=O)CC)cc3c(=O)o2)cc1
 : 102.0, 0.1
CCc1ccc(NC(=O)CSC2=Nc3ccccc3C3=NC(CC(=O)NCc4ccc5c(c4)OCO5)C(=O)N23)cc1 (centres undefined)
 : 108.0, 0.4
Cc1ccc(-c2ccc(=O)n(CCC(=O)NCCN3C(C)CCCC3C)n2)cc1 (centres undefined)
 : 102.0, 0.1
Nc1cc(-c2ccccc2)c2ccccc2n1
 : 102.0, 0
N#C/C(=C1\CCCCCN1)c1nc2ccccc2[nH]1
 : 99.0, 0
CC(=O)Nc1ccc(/C=C(\C#N)C(=O)NC2CCCCC2)cc1
 : 105.0, 0.2
CCC1Cc2c(nc(N)c3c(N)nc(N(CC)CC)c(C#N)c23)O1 (centres undefined)
 : 103.0, 0.3
O=C1NC2(CCCCC2)N(C(=O)c2cccs2)C2=C1CCCC2
 : 100.0, -0.2
COc1cccc(-c2nc(CS(=O)(=O)CC(=O)NCCCc3ccccc3)c(C)o2)c1
 : 109.0, 0.5
COCc1cc(C)nc2sc3c(c12)NC(c1ccccc1C(=O)O)N(c1cccc(C(F)(F)F)c1)C3=O (centres undefined)
 : 100.0, -1.9
CCOC(=O)C(C)Sc1ncnc2c1oc1ccccc12 (centres undefined)
 : 99.0, -0.5
CC(C)(C)C1CCc2c(sc(NC(=O)c3cccc(Cl)c3)c2C(N)=O)C1 (centres undefined)
 : 105.0, 0.1
c1nc(N2CCCC2)c2c3c(sc2n1)CCC3
 : 103.0, 0.6
C=CCn1c(Cc2cccs2)nnc1SCC(=O)Nc1ccc(C)c(C)c1
 : 101.0, 0.2
COc1cc(SC)ccc1C(=O)Nc1ccc(S(=O)(=O)Nc2nccc(C)n2)cc1
 : 101.0, -0.3
CCS(=O)(=O)c1ccc(OC)c(-n2c(O)c[nH]c2=O)c1
 : 105.0, 1.1

The closing 5 entries of the section above open the next one:
Every second line gives: PV pol inh, PV pol inh FP z-score
CC(C)(C)C1CCc2c(sc(NC(=O)c3cccc(Cl)c3)c2C(N)=O)C1 (centres undefined)
 : 105.0, 0.1
c1nc(N2CCCC2)c2c3c(sc2n1)CCC3
 : 103.0, 0.6
C=CCn1c(Cc2cccs2)nnc1SCC(=O)Nc1ccc(C)c(C)c1
 : 101.0, 0.2
COc1cc(SC)ccc1C(=O)Nc1ccc(S(=O)(=O)Nc2nccc(C)n2)cc1
 : 101.0, -0.3
CCS(=O)(=O)c1ccc(OC)c(-n2c(O)c[nH]c2=O)c1
 : 105.0, 1.1
O=C1CN(S(=O)(=O)c2ccc(F)cc2)CCN1
 : 105.0, 0.3
O=C(Cc1cn2ccsc2n1)Nc1ccc(Cl)cc1
 : 105.0, 0.2
Cc1[nH]c2ccc(-c3nnc(SCC(=O)N4CCCC4)o3)cc2c1C
 : 104.0, 0.6
Cc1cc(C)cc(N(CC(=O)NCCc2ccc(Cl)cc2)S(=O)(=O)c2c(C)noc2C)c1
 : 110.0, 1.1
CCCCCC1CC(O)C=C(C)C1C(=O)OC (centres undefined)
 : 99.0, -0.3
Cc1ccc(N2CCn3c2nc2c3c(=O)n(CCc3ccccc3)c(=O)n2C)cc1C
 : 111.0, 1.1
Cc1cc(=O)oc2cc(OC(=O)C(C)C)ccc12
 : 102.0, 0.1
Cc1ccnc(N2C(=O)c3ccccc3C2Nc2ccc(Br)c(C)c2)c1 (centres undefined)
 : 104.0, 1
CCCCCn1c(=O)c2ccccc2n2c(Cn3cc(S(=O)(=O)N4CCCC4)ccc3=O)nnc12
 : 102.0, -0.2
CCC(C)(C)NC(=O)c1cccc(NC(=O)C(C)C)c1
 : 99.0, -0.3
CC(Sc1ccccc1)C(=O)Nc1ccc(CC#N)cc1 (centres undefined)
 : 113.0, 0.9
COC(=O)c1ccc(Oc2nc(N3CCCCC3)nc(N3CCCCC3)n2)cc1
 : 102.0, 0.4
O=C(Cc1ccccc1)Oc1ccc(N=Cc2cccs2)cc1
 : 108.0, 0.6
CC(C)c1ccc(C2=CC(c3cccc(Cl)c3)n3ncnc3N2)cc1 (centres undefined)
 : 104.0, 0.1
CCCn1c(=S)[nH]c2cnn(C)c2c1=O
 : 103.0, 0.4
CCc1nc2ccccc2n2c(-c3ccccc3)c3c(=O)n(C)c(=O)n(C)c3c12
 : 108.0, 1
Cc1ccc([N+](=O)[O-])cc1NC(=O)CN(c1ccccc1)S(=O)(=O)N(C)C
 : 102.0, -0.1

A portion of the library. The share of hits here may be higher or lower than overall.
